HIF-2a block: blocks HIF-2a reporter activity. inhibition, % at 18.8 µM. 786-0 RCC cells HIF-2a reporter, luciferase luminescence, overnight. AID 624352. 0.72% of 360,000 active;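 active = inhibition of the luminescence signal of 40% or more relative to plate controls, in a single-dose primary screen at 18.75 µM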
NR2E3 ag-1: activates human NR2E3 receptor | CHO-S Gal4-NCOR/VP16-NR2E3 two-hybrid, luciferase | inhibition of corepressor binding, % at 3.98 µM | 0.35% of 360,000 active | AID 602229;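 active = inhibition above the mean of all tested compounds plus 3 SD, cut at about 70% in these data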;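 also: 0% = DMSO with NR2E3 transfected cells and 100% = cells lacking NR2E3 construct; higher means lower luciferase signal from less NR2E3 corepressor binding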
Target sequence (Q9Y5X4 whole entry, looked up, the tested form may be a part): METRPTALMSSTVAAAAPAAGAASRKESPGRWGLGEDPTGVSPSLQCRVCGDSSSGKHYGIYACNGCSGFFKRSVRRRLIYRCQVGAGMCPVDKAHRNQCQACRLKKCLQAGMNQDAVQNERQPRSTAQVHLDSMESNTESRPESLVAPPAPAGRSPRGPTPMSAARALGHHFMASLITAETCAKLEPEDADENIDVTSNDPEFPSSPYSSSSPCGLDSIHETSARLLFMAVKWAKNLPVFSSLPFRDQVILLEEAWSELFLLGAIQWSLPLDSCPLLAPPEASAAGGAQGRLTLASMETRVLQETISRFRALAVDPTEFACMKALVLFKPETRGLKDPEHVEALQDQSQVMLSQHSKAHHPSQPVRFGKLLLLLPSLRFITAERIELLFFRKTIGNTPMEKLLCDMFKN
PDI inh: blocks human protein disulfide isomerase activity; AID 588391; 0.052% of 350,000 active; PDI insulin aggregation turbidity, A650, 90 min; inhibition, % at 10 µM; P07237;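 active = mean inhibition across replicates of 30% or more, whatever share of single replicates reach that level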;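 also: absorbance from insulin aggregation driven by PDI reduction with DTT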
Target sequence (P07237 whole entry, looked up): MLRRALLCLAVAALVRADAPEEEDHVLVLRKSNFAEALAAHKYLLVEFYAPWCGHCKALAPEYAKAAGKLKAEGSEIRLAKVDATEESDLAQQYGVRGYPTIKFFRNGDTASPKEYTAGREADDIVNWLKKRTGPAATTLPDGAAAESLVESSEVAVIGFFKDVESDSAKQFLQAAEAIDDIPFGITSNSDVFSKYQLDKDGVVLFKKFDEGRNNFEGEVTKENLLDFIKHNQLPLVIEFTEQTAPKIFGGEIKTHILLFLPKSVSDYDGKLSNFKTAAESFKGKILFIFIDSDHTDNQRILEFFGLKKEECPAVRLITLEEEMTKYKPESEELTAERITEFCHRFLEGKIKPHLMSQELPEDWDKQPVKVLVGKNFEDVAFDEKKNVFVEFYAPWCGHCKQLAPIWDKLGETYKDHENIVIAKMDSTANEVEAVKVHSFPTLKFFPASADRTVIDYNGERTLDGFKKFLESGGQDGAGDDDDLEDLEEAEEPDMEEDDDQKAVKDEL
hiPSC survival: enhancers of human iPSC single-cell survival | hiPSC single-cell survival, ATPlite luminescence; 100% = ROCK inhibitor wells, 0% = DMSO | survival enhancement, % at 20 µM | 0.044% of 360,000 active; in the data active = survival enhancement above about 18%;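 also: cells exposed to compounds for 16 hours before the ATP read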
Exocytosis inh: lytic granule exocytosis inhibition; 0.66% of 360,000 active; AID 651702; inhibition, % at 10 µM; TALL-104 LAMP-1 surface exposure, flow cytometry; cells stimulated with thapsigargin and PMA;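 active = inhibition above about 55%, limit read from the data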
MITF TRPM1 inh: MITF TRPM1 promoter inhibition in SK-MEL-5 cells; SK-MEL-5 TRPM1 promoter luciferase, 24 h; inhibition, % at 12.5 µM; 0.83% of 330,000 active; AID 488899;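 active = mean inhibition across replicates of 60% or more, whatever share of single replicates reaches that level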; also: values of inactives mirror those of a sister screen read the other way
CaV13 FRET inh: Disruptors of the CACNA1D IQ motif to Ca2+-dependent inactivation inhibitor domain association, primary screening, Förster resonance energy transfer in intact living …; 0.098% of 340,000 active; inhibition, % at 12.3 µM; HEK cells, CFP/YFP FRET ICDI-IQ, plate reader, 10 min; percent FRET-ratio fall versus neutral wells;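 active = mean replicate inhibition of at least 30% and at least 1% of replicates passing that level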;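 also: 0% = median of the neutral control wells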
NR2E3 ag-2: activates human photoreceptor nuclear receptor NR2E3. inhibition of corepressor binding, % at 4.78 µM. GST-NR2E3/biotin-RetCOR TR-FRET, 1536-well. 0.12% of 320,000 active. AID 2300;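 active = percent inhibition above the cutoff of mean plus 3 SD of all tested compounds, set per screening campaign, cut at about 20% in these data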;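 also: 0% = DMSO wells and 100% = biotin wells as full block of FRET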
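system = GST-tagged NR2E3 plus biotinylated RetCOR corepressor | input = 1.35 nM GST-NR2E3 | also added = 7 nM biotin-RetCOR | schedule = 5 h incubation at 4 °C | measured by = TR-FRET with europium anti-GST and streptavidin-D2, 340 nm excitation | read-out = percent loss of FRET ratio relative to control wells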
aDG glyco up: increases alpha dystroglycan glycosylation; 0.22% of 360,000 active; AID 624168; activation, % at 10 µM; Pro5-aDG cells, alpha-DG glycosylation AlphaScreen (IIH6); 0% Pro5, 100% B10-LARGE cell signal;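 active = activation of at least 8% versus controls, or a plate z-score of at least 8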;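 also: Pro5 are CHO cells carrying HIG-tagged alpha-DG that lacks glycosylation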
Peg3 promoter: Peg3 promoter activity inhibition | 1.7% of 360,000 active | AID 588405 | HeLa PEG-Prom luciferase reporter, luminescence, overnight | inhibition, % at 20 µM;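 active = inhibition of at least 50% at 20 µM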
Vif inh: blocks HIV Vif function; inhibition, % at 7.49 µM; HEK293T cells, Vif self-association by quenched fluorescence, imaging, 24 h; 0.35% of 340,000 active; in the data active = inhibition above about 50%, passing the limit was not always enough; also: some results filed as inactive read as strong as hits
Active calls of the source: *; / = no result given.

SMILES	HIF-2a block	NR2E3 ag-1	PDI inh	hiPSC survival	Exocytosis inh	MITF TRPM1 inh	CaV13 FRET inh	NR2E3 ag-2	aDG glyco up	Peg3 promoter	Vif inh
Cc1ccc(C)c(NC(=S)N(CCc2ccncc2)C(C)C)c1	8	3	8	-0.5	-5	0	-5	-2	0.0	12	-3
CCc1nc(SCC(=O)NNC(=O)C(C)C)c2ccccc2n1	17	27	4	-0.4	14	10	-4	2	0.1	12	-16
Nc1nonc1-n1nnc(C(=O)N/N=C/c2cccc(F)c2)c1-c1ccccc1	-6	-22	2	-0.2	0	-8	-4	4	-0.1	16	7
O=C(O)c1ccc2c(c1)C(=O)N(Cc1ccco1)C2=O	19	-5	1	-0.6	-4	7	-4	6	0.0	17	-5
Cc1cc(C(C)(C)C)cc(C)c1COC(=O)c1cccnc1	15	14	-5	1.2	38	18	-4	2	0.3	16	3
O=C(CSc1ncnc2c1cnn2-c1ccc(F)cc1)NC1CCCC1	-15	-32	-4	-0.3	9	0	-7	4	1.4	-56	-28
Cc1ccc(-c2cc(C(=O)NCCCn3ccnc3)c3cc(Br)ccc3n2)o1	8	8	15	-2.7	-1	-13	/	1	-0.3	-5	2
N#CC(c1ccccc1)c1cccc(Cl)n1 (stereo unspecified)	12	-14	1	0.6	0	2	-5	0	-0.1	0	6
Brc1ccccc1CN1CCC(N2CCCCC2)CC1	1	-4	-2	-1.3	-1	9	-8	2	0.1	7	16
CC1(C)Cn2c(nc(=O)c3c2NCN(CCc2ccccc2)C3)S1	12	-14	2	-0.7	1	2	/	-2	0.1	-3	-5
Cn1c(NC(=O)CC2CCCCC2)cc(=O)n(C)c1=O	-22	-17	-2	-3.0	8	-19	-3	2	-0.3	5	2
CCNc1c([N+](=O)[O-])c(=O)n(CC)c2ccccc12	21	6	-6	1.0	0	/	-5	3	0.0	1	8
Cc1cnc(NC(=O)CSc2nnc(-c3cccs3)n2C)s1	8	-9	-5	3.7	-1	7	-5	6	0.0	-12	1
COc1cc(C(=S)N2CCN(c3ccccc3Cl)CC2)cc(O)c1O	9	-5	1	-1.1	-4	-6	-18	0	0.4	12	33
Cc1ccc2c(c1C)OC(=O)CC2c1ccccc1 (stereo unspecified)	11	-26	-1	-0.1	-1	7	-7	0	-0.1	5	0
Cc1cc(C)n2nc(C(=O)Nc3cccnc3)nc2n1	-16	-29	0	-1.5	-7	1	0	-1	0.2	-5	/
CCCCc1nnc(NC(=O)C2=COCCO2)s1	-162	-123	4	-0.2	8	-34	-7	1	-0.2	-192	4
COc1ccc(-c2oc(=O)c3cc(OC)c(OC)cc3c2C(F)(F)F)cc1	-3	-5	3	1.2	-13	-12	-8	-1	0.3	-4	/
CCOc1ccc(S(=O)(=O)N/N=C(\C)c2ccc(Cl)c(Cl)c2Cl)cc1	-45	4	2	-1.6	2	-4	-5	3	0.0	26	-2
CC(C)N1CCN(Cc2cccn2-c2cccnc2)CC1CCO (stereo unspecified)	4	11	9	-1.9	-11	2	-2	0	0.2	2	3

One compound at a time, from the list above. Values in the order: HIF-2a block	NR2E3 ag-1	PDI inh	hiPSC survival	Exocytosis inh	MITF TRPM1 inh	CaV13 FRET inh	NR2E3 ag-2	aDG glyco up	Peg3 promoter	Vif inh
Entry for O=C(CSc1ncnc2c1cnn2-c1ccc(F)cc1)NC1CCCC1 = -15	-32	-4	-0.3	9	0	-7	4	1.4	-56	-28
Entry for Cc1ccc(-c2cc(C(=O)NCCCn3ccnc3)c3cc(Br)ccc3n2)o1 = 8	8	15	-2.7	-1	-13	/	1	-0.3	-5	2
Entry for CC(C)N1CCN(Cc2cccn2-c2cccnc2)CC1CCO (stereo unspecified) = 4	11	9	-1.9	-11	2	-2	0	0.2	2	3

Carrying on.
SMILES	HIF-2a block	NR2E3 ag-1	PDI inh	hiPSC survival	Exocytosis inh	MITF TRPM1 inh	CaV13 FRET inh	NR2E3 ag-2	aDG glyco up	Peg3 promoter	Vif inh
CC(=O)Nc1ccc(S(=O)(=O)NNC(=O)c2cc3c4ccccc4n(C)c3s2)cc1	21	-11	7	-0.5	-2	9	-5	3	0.1	12	4
O=C(CSc1ncccn1)Nc1cccc(S(=O)(=O)N2CCOCC2)c1	15	2	5	-0.1	7	4	-9	/	-0.1	8	6
COc1ccc(C/C(C)=N/NS(=O)(=O)c2ccc(Br)cc2)cc1	-13	-20	-7	-0.7	-3	4	-7	4	0.0	-7	-2
CN(Cc1ccccc1)C(=O)c1ccc(NC2=NC3CS(=O)(=O)CC3S2)cc1 (stereo unspecified)	14	-33	/	-1.5	-9	/	-4	5	-0.1	10	0
CCOC(=O)c1ccc(NC(=S)Nc2ccc(Br)cc2N)cc1	-89	-96	5	0.0	2	8	-7	-1	-0.1	-37	17
COCCNC(=O)CN(Cc1ccc(OC)cc1)C(=O)CCC(=O)Nc1nccs1	13	-13	-21	0.9	-7	-1	-4	5	-0.1	-3	2
COc1ccc(C)cc1NC(=O)NC1CCCc2ccccc21 (stereo unspecified)	11	-28	-5	-0.3	1	10	-3	2	0.2	55*	6
Cc1ccc(C(=O)N2CCN(c3ccccc3)CC2)cc1C	-106	-52	0	0.0	-1	-28	-8	0	0.1	-42	11
CCOCc1nnc(NC(=O)c2cc(OC)c(OC)cc2[N+](=O)[O-])s1	16	16	-3	-0.2	-1	-2	-5	0	0.6	4	42
COC(=O)c1cc(OC)c(OC)cc1NC(=O)c1csc(C)c1	-11	-22	2	0.3	-2	-5	-11	1	-0.1	-1	-2
COc1ccc(-c2cnnc(N/N=C/c3ccc(C)o3)n2)cc1	4	-24	-2	-0.6	-1	-1	-5	5	-0.4	-3	-2
COc1ccc(Cl)cc1NC(=O)C1Cc2cc(S(=O)(=O)N3CCCC3)ccc2N1C(C)=O (stereo unspecified)	22	4	-11	-0.1	0	15	-4	0	0.2	14	-12
CCOc1ccc(CCNC(=O)CSc2n[nH]c(N)n2)cc1OCC	11	-16	8	-0.2	-11	0	/	0	-0.1	18	8
CCOC(=O)N1CCC(N2CCN(S(=O)(=O)c3ccc(C)cc3)CC2)CC1	11	17	-5	-1.3	1	7	-3	1	0.3	6	0
O=C(N/N=C/c1ccc(O)cc1)c1cc(C2CC2)[nH]n1	1	-17	-3	0.3	-1	-12	-7	2	0.0	-12	1
COC(=O)CCSCC(=O)Nc1ccc(C)c(S(=O)(=O)N2CCCCC2)c1	21	24	0	1.0	6	0	-3	-2	-0.2	21	-2
Cc1nn(CC(=O)Nc2c(F)c(F)cc(F)c2F)c(=O)c2cccn12	11	-17	2	0.6	0	-5	-2	5	0.0	-23	-1
Cc1cccc(CN2CCCC(C(=O)N3CCc4ccccc4C3)C2)c1 (stereo unspecified)	17	-27	12	-1.2	1	6	-5	5	0.1	0	-9
O=C(Cc1ccc([N+](=O)[O-])cc1)Nc1cccc(C(=O)N2CCCCC2)c1	10	3	4	0.6	2	22	-4	/	0.0	-1	-4
Cc1cccc(C)c1NC(=O)CSC(=S)N1CCCC1	10	-11	-5	-1.3	-1	3	-4	-2	0.0	2	28

Four compounds out of the list above, ordered by their value in PDI inh, lowest first:
mol	HIF-2a block	NR2E3 ag-1	PDI inh	Exocytosis inh	MITF TRPM1 inh	CaV13 FRET inh	NR2E3 ag-2	aDG glyco up	Peg3 promoter	Vif inh
COCCNC(=O)CN(Cc1ccc(OC)cc1)C(=O)CCC(=O)Nc1nccs1	13	-13	-21	-7	-1	-4	5	-0.1	-3	2
Cn1c(NC(=O)CC2CCCCC2)cc(=O)n(C)c1=O	-22	-17	-2	8	-19	-3	2	-0.3	5	2
O=C(O)c1ccc2c(c1)C(=O)N(Cc1ccco1)C2=O	19	-5	1	-4	7	-4	6	0.0	17	-5
O=C(CSc1ncccn1)Nc1cccc(S(=O)(=O)N2CCOCC2)c1	15	2	5	7	4	-9	/	-0.1	8	6

Continuation.
SMILES	HIF-2a block	NR2E3 ag-1	PDI inh	hiPSC survival	Exocytosis inh	MITF TRPM1 inh	CaV13 FRET inh	NR2E3 ag-2	aDG glyco up	Peg3 promoter	Vif inh
Cc1cc(C)c(C#N)c(=N)o1	-2	-13	-3	-2.3	-3	10	-7	-5	-0.2	1	6
Cc1ccc(C)c(S(=O)(=O)N2CCN(C(C(=O)Nc3ccc(F)cc3)c3ccccc3)CC2)c1 (stereo unspecified)	-1	6	2	-2.9	-4	-6	-3	2	0.3	4	2
CCNC(=O)C1CCCc2c1[nH]c1ccc(Cl)cc21 (stereo unspecified)	-74	7	-1	-4.2	5	-3	/	5	-0.2	0	-1
O=C(c1ccc2[nH]c(=O)c(=O)[nH]c2c1)N1CCN(Cc2ccccc2)CC1	-1	2	4	-0.3	0	5	-13	1	0.1	-1	-3
Cc1cccc(S(=O)(=O)NC(=O)C2(C)CCN2C(=O)c2ccc(C3CCCCC3)cc2)c1 (stereo unspecified)	7	16	10	2.1	-6	/	-5	/	0.0	18	-3
Cn1c(=O)c2[nH]c(CN3CCN(Cc4ccccc4)CC3)nc2n(C)c1=O	10	-1	4	0.1	-5	-2	/	4	0.4	-1	-9
O=C(COc1cccnc1[N+](=O)[O-])N1CCC(Cc2ccccc2)CC1	12	-34	3	-0.3	1	-9	-6	/	0.0	14	-7
Cc1ccc2nc(Cl)c3nnnn3c2c1	-5	-37	-8	30*	27	40	/	2	-0.4	111*	10
COc1ccc(NC2=C(C(C)=O)C(c3ccc(OC)c(OC)c3)C(C(C)=O)C(C)(O)C2)cc1 (stereo unspecified)	12	1	10	-1.4	-1	-5	-6	2	-0.3	16	1
CCOC(=O)Nc1oc2ccccc2c(=O)c1CN1CCOCC1	-36	4	-4	-3.1	19	7	/	0	0.0	9	54*
O=c1[nH]c(SCc2cccc(Cl)c2)nc2c1CCCC2	-4	-11	9	-0.4	-4	20	-9	-1	0.1	11	9
O=c1[nH]c(C2CCCN(S(=O)(=O)c3ccccc3F)C2)nc2c1nnn2Cc1ccccc1Cl (stereo unspecified)	25	-2	0	-0.4	23	-5	-5	2	-0.3	40	-9
